Compound activity deposited in PubChem BioAssay by National Center for Advancing Translational Sciences (NCATS).
GAA glycogen: GAA glycogen-cleavage inhibition or activation; P10253; recombinant GAA, glycogen substrate, Amplex Red glucose oxidase fluorescence; Potency, µM (top dose mostly 76.4 µM), inactives show top-dose activity change, negative = inhibition, usual class: inhibitors; actives 0.38% (n = 300,000); AID 2100;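 also: 0% = full enzyme reaction and -100% = no-enzyme basal signal; the screen sought inhibitors and activators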
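Recombinant enzyme (4 nM final) with compounds titrated up to 77 uM and bovine liver glycogen (30 ug) in citrate pH 5.0, 0.01% Tween-20, 37 C 40 min. Released glucose detected by Amplex Red/glucose oxidase (Ex 573/Em 610); AC50 from Hill fits.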
GoLoco inh red: inhibitors of human Gai1-RGS12 GoLoco interaction (red fluorophore); Gai1:RGS12 GoLoco peptide FP, rhodamine, 10 min; actives 0.44% (n = 230,000); Potency, µM (doses to about 61.6 µM), inactives show at the highest dose activity, negative = inhibition, actives largely listed as inhibitors; AID 880; active = well fitted inhibition curve with a large enough effect, not every such curve was filed as active; inactive = no such curve, though single readings can be large or run the other way; also: % is scaled to controls: 0 for no effect and ±100 for the full control effect; nearly all actives have a fitted effect of over 30% in size; many of its hits are not listed in these tables
Target sequence (P63096 whole entry, looked up): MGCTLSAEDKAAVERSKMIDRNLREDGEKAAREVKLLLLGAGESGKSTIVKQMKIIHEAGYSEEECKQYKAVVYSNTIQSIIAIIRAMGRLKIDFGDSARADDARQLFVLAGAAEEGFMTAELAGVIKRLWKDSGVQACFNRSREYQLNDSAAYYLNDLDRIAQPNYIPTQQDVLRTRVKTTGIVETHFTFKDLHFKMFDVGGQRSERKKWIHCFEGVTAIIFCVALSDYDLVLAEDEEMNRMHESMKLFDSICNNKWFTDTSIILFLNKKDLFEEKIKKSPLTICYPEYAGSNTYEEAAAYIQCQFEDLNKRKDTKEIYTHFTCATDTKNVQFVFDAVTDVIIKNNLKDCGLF
GAA inhib: inhibitors of human lysosomal alpha-glucosidase | AID 1466 | actives 0.005% (n = 200,000) | P10253 | Potency, µM (highest dose often 76.9 µM), for inactives: at the top dose activity change, negative = inhibition, most hits filed as inhibitors | purified human GAA, 4-MU-alpha-glucoside fluorescence;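 also: plate controls were uninhibited enzyme wells for no effect and no-enzyme background for full effect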
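AC50 values come from Hill fits of compound titrations (up to 77 uM) against 4 nM human enzyme. Substrate 4-methylumbelliferyl-alpha-D-pyranoside at 400 uM, pH 5.0 citrate buffer, 20 min room temperature; fluorescence Ex 365/Em 440 after alkaline stop.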
HTT aggregate: reduces HttQ103-GFP aggregates in PC12 cells | PC12 HttQ103-GFP aggregates, Acumen cytometry, 40 h | Potency, µM (series often up to 46.1 µM), inactives show at the highest dose activity change, negative = inhibition, actives largely listed as inhibitors | actives 1.1% (n = 220,000); also: % is scaled to controls: 0 for no effect and ±100 for the full control effect; nearly all actives have a fitted effect of over 60% in size
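Multiplexed with ATP-based cell death, this channel scores GFP aggregates in PC12 cells expressing inducible HTTex1-Q103-GFP. Induction used 100 nM tebufenozide; compounds were tested in concentration series.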
aGlu spleen mod: lysosomal alpha-glucosidase (human) modulation. P10253. Potency, µM (series often up to 79.9 µM), for the others: at the highest dose activity change, negative = inhibition, most hits filed as inhibitors. actives 0.006% (n = 240,000). human spleen homogenate, 4-MU-alpha-glucoside fluorescence;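 also: 0% = enzyme with vehicle and -100% = no enzyme basal signal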
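AC50 values come from Hill-equation fits of concentration-response data, normalized to no-enzyme and full-activity controls. Enzyme source: 1 ug human spleen homogenate; 1 mM fluorogenic 4-MU glucoside, pH 5.0 citrate buffer, 37 C, 40 min.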
HTT cytoprotect: Huntington cell model cytoprotection by ATP luminescence; PC12 HTT-Q103 induced, cytoprotection, ATP luminescence, 40 h; AID 1471; Potency, µM (titrated, usually from 56.4 µM), inactives show cytoprotection (ATP increase), usual class: activators; actives 0.14% (n = 230,000);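 also: % of control where 0% means no effect; nearly all actives have a fitted effect of over 45% in size; toxic huntingtin expression switched on by the ecdysone agonist tebufenozide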
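Compounds were screened for protection of PC12 cells against cell death after tebufenozide induction (100 nM final) of mutant Huntingtin exon 1 (Q103) fused to GFP.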
IMPase Li cell: IMPase inhibition in cells with lithium potentiation; CHO-M1 cells, IP1 TR-FRET (IP-One), carbachol + lithium; actives 0.35% (n = 210,000); Potency, µM (series often up to 59.4 µM), without a hit: at the top dose activity, negative = IMPase inhibition, actives largely listed as inhibitors;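 also: IP1 builds up when IMPase is blocked and the TR-FRET signal falls; plate controls were basal vehicle for no effect and high inhibitor control for full effect; nearly all actives have a fitted effect of over 50% in size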
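Lithium-sensitised IP1 accumulation assay; M1-expressing CHO cells treated 30 min at 37C with compound. Competitive antibody detection by time-resolved FRET followed a 10 min room-temperature lysis step.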
* hit, by the source's call; [ ] = remark or other dose. Unless noted, calls follow the shape of the dose curve; as a rule, active = well fitted curve in the direction sought with a large enough effect; inconclusive = small, poorly fitted or top-dose-only effect, or another doubt; inactive = no such curve, though single readings can be large; an effect the other way counts as inactive or inconclusive. Potency is read from the fitted curve at half-maximal effect.

CS(=O)(=O)n1nc(OC(=O)c2cccs2)cc1N was read as GAA glycogen 4.6%, GoLoco inh red -22.1%, HTT aggregate 27.9%[9.22 µM], aGlu spleen mod 4.8%, HTT cytoprotect 13.0%[10 µM] and IMPase Li cell 5.9%.
Screening Cc1ccc(COc2ccccc2-c2cc(C(=O)N/N=C/c3cccnc3)[nH]n2)cc1 returned GAA glycogen 2.1%, GoLoco inh red 12.3%, GAA inhib -6.0%, HTT aggregate -19.7%[9.22 µM], aGlu spleen mod -3.1% and HTT cytoprotect -51.6%[inhibitor][10 µM].
Screening COC(=O)c1ccc(Sc2ccccc2NS(=O)(=O)c2ccc(C)cc2)nc1 returned GAA glycogen 2.6%, GoLoco inh red 4.4%, GAA inhib -1.9%, HTT aggregate 4.0%, aGlu spleen mod -22.9%, HTT cytoprotect -27.0% and IMPase Li cell -10.1%[38.3 µM].
Screening CCOc1ccc(OCC)c2sc(C)nc12 returned GAA glycogen 5.8%, GoLoco inh red 14.9%, GAA inhib -1.4%, HTT aggregate -26.0%, aGlu spleen mod -6.2%, HTT cytoprotect -0.5% and IMPase Li cell 13.3%[38.3 µM].
`CCCCCCCCCSc1n[nH]c(N)n1` gave GAA glycogen 5.0%, GoLoco inh red -16.8%, GAA inhib -7.1%, HTT aggregate -6.2%, aGlu spleen mod -7.7%, HTT cytoprotect -11.6% and IMPase Li cell 5.0%[38.3 µM].
For O=C(COC(=O)c1ccc(Cl)s1)c1ccc[nH]1 the results were GAA glycogen 1.4%, GoLoco inh red 8.0%, GAA inhib 2.2%, HTT aggregate 25.7%, aGlu spleen mod 4.0%, HTT cytoprotect 18.6%[10 µM] and IMPase Li cell 11.2%.
`CC1Oc2ccccc2C=C1/C=C1/SC(N2CCOCC2)=NC1=O` (configuration not stated) gave GAA glycogen -29.5%, GoLoco inh red 4.9%, GAA inhib -13.4%, HTT aggregate 10.9%, aGlu spleen mod -16.5%, HTT cytoprotect -22.5% and IMPase Li cell 9.0%[38.3 µM].
Screening O=C(Nc1ccc(Cl)cn1)C1COc2ccccc2O1 (configuration not stated) returned GAA glycogen 3.0%, GoLoco inh red 9.2%, GAA inhib inconclusive, HTT aggregate -12.4%[9.22 µM], aGlu spleen mod -1.4%, HTT cytoprotect -2.6%[10 µM] and IMPase Li cell 4.3%.
CC(C)(C)n1nc2c(c1NC(=O)c1ccccc1F)CS(=O)C2 (configuration not stated) was read as GAA glycogen 7.4%, GoLoco inh red 17.9%, GAA inhib 4.8%, HTT aggregate -10.4%, aGlu spleen mod 4.3%, HTT cytoprotect -32.0% and IMPase Li cell -10.7%[38.3 µM].
Cc1ccc(S(=O)(=O)Oc2ccc(/C=C(/NC(=O)c3ccccc3)C(=O)NCC(=O)O)cc2)cc1 was read as GAA glycogen -13.4%, GoLoco inh red 1.3%, GAA inhib 1.0%, HTT aggregate -9.2%[9.22 µM], aGlu spleen mod 4.2%, HTT cytoprotect -0.4%[10 µM] and IMPase Li cell 6.8%.

Two successive entries out of the list so far, for reference:
For O=C(COC(=O)c1ccc(Cl)s1)c1ccc[nH]1 the results were GAA glycogen 1.4%, GoLoco inh red 8.0%, GAA inhib 2.2%, HTT aggregate 25.7%, aGlu spleen mod 4.0%, HTT cytoprotect 18.6%[10 µM] and IMPase Li cell 11.2%.
`CC1Oc2ccccc2C=C1/C=C1/SC(N2CCOCC2)=NC1=O` (configuration not stated) gave GAA glycogen -29.5%, GoLoco inh red 4.9%, GAA inhib -13.4%, HTT aggregate 10.9%, aGlu spleen mod -16.5%, HTT cytoprotect -22.5% and IMPase Li cell 9.0%[38.3 µM].

Carrying on:
`CCn1c(SCc2ccc([N+](=O)[O-])cc2)nnc1C(C)NC(=O)c1ccc(C)cc1` (configuration not stated) gave GAA glycogen 11.9%, GoLoco inh red -4.9%, GAA inhib 2.7%, HTT aggregate 9.5%, aGlu spleen mod -12.9%, HTT cytoprotect 26.7%[10 µM] and IMPase Li cell 7.3%.
`COc1ccc(Cn2c(-c3ccc(OC)c(O)c3)nc3ccccc32)cc1O` gave GAA glycogen -20.4%, GoLoco inh red 20.8%, GAA inhib -8.4%, HTT aggregate -0.6%[9.22 µM], aGlu spleen mod -2.0%, HTT cytoprotect -9.0%[10 µM] and IMPase Li cell 21.0%.
Screening CC(=O)Nc1ccc(S(=O)(=O)C(C#N)c2nc3ccccc3nc2NCCO)cc1 (configuration not stated) returned GAA glycogen -11.7%, GoLoco inh red 15.3%, GAA inhib inconclusive, HTT aggregate -29.2%[9.22 µM], aGlu spleen mod inconclusive and HTT cytoprotect -1.8%[10 µM].
Screening O=C(CCC(=O)N1CCN(S(=O)(=O)c2ccc(Cl)cc2)CC1)Nc1ccc2ccccc2c1 returned GAA glycogen -13.1%, GoLoco inh red -1.5%, GAA inhib inconclusive, HTT aggregate -13.0%, aGlu spleen mod 3.7%, HTT cytoprotect 2.4%[10 µM] and IMPase Li cell -8.0%.
Screening Cc1cccc(OCC(=O)Nc2ccccc2C(F)(F)F)c1 returned GAA glycogen -4.9%, GoLoco inh red 2.1%, GAA inhib -1.4%, HTT aggregate -15.5%, aGlu spleen mod -1.6%, HTT cytoprotect 0.7%[10 µM] and IMPase Li cell -1.0%.
Screening Cc1cc(C)n(CC(O)COc2ccccc2)n1 (configuration not stated) returned GAA glycogen 12.7%, GoLoco inh red 3.5%, GAA inhib 0.4%, HTT aggregate 5.4%, aGlu spleen mod -4.8%, HTT cytoprotect -6.6% and IMPase Li cell -2.3%[38.3 µM].
COc1ccc(OC)c(NC(=O)C(CC(=O)O)NCc2ccco2)c1 (configuration not stated) was read as GAA glycogen 5.5%, GoLoco inh red -13.8%, GAA inhib 1.8%, HTT aggregate 4.0%, aGlu spleen mod 0.5%, HTT cytoprotect 5.4%[10 µM] and IMPase Li cell -2.8%[38.3 µM].
COc1cc(/C=C2\SC(=Nc3cccnc3)NC2=O)cc(OC)c1OC was read as GAA glycogen -0.6%, GoLoco inh red 183.6%[activator], GAA inhib -5.4%[15.4 µM], HTT aggregate -11.0%[9.22 µM], aGlu spleen mod -1.1% and HTT cytoprotect -8.7%[10 µM].
COc1cccc(CC(=O)Nn2c(C)nc3ccccc3c2=O)c1 was read as GAA glycogen -15.8%, GoLoco inh red 9.3%, GAA inhib 7.4%, HTT aggregate -15.7%, aGlu spleen mod 7.3%, HTT cytoprotect 17.4%[10 µM] and IMPase Li cell 25.4%[38.3 µM].
Screening CNC(=O)c1cc(C(=O)c2c(Cl)cccc2Cl)c[nH]1 returned GAA glycogen 24.1%, GoLoco inh red 6.6%, GAA inhib -13.8%, HTT aggregate -1.2%, aGlu spleen mod -1.1%, HTT cytoprotect -10.2%[10 µM] and IMPase Li cell 4.3%.
Screening Cc1[nH]c(=O)[nH]c(=O)c1S(=O)(=O)N1CCN(c2ccccc2F)CC1 returned GAA glycogen 1.3%, GoLoco inh red 6.2%, GAA inhib 1.2%, HTT aggregate -6.4%, aGlu spleen mod 3.1%, HTT cytoprotect -5.7%[10 µM] and IMPase Li cell 15.2%[38.3 µM].
Screening COc1cc(OC)cc(C(=O)Nc2nnc(Cc3ccc(OC)c(OC)c3)s2)c1 returned GAA glycogen 0.9%, GoLoco inh red 3.6%, GAA inhib inconclusive, HTT aggregate 5.6%, aGlu spleen mod 1.1%, HTT cytoprotect -40.4%[inhibitor] and IMPase Li cell inconclusive.
For CC(=O)Nc1nc(-c2cc([N+](=O)[O-])cs2)cs1 the results were GAA glycogen 21.3%, GoLoco inh red 8.8%, GAA inhib 1.5%, HTT aggregate 30.0%, aGlu spleen mod -0.9%, HTT cytoprotect -35.3% and IMPase Li cell 2.0%.
O=C(Nc1ccccc1)N1CCn2c(nc3ccccc32)C1 was read as GAA glycogen 0.1%, GoLoco inh red -0.1%, GAA inhib 1.6%, HTT aggregate -3.4%, aGlu spleen mod 2.0%, HTT cytoprotect -13.9% and IMPase Li cell -6.4%[38.3 µM].
Screening CCC(CC)COC(=O)C(C#N)c1nc2ccccc2nc1N1CCN(CC)CC1 (configuration not stated) returned GAA glycogen -4.0%, GoLoco inh red 7.2%, GAA inhib -5.9%, HTT aggregate inconclusive, aGlu spleen mod -2.6%, HTT cytoprotect -54.2%[inhibitor][0.074 µM] and IMPase Li cell 16.5%[38.3 µM].
Screening COc1ccc(C(=O)Nc2sc3c(c2C(=O)NCc2ccco2)CCCC3)cc1OC returned GAA glycogen -11.9%, GoLoco inh red -4.0%, GAA inhib 3.8%, HTT aggregate -2.9%, aGlu spleen mod -2.9%, HTT cytoprotect -32.5% and IMPase Li cell 31.9%[38.3 µM].
Screening CCC(C)NC(=O)Nc1ccc(C)cc1C (configuration not stated) returned GAA glycogen -9.4%, GoLoco inh red 4.2%, GAA inhib -1.8%, aGlu spleen mod 3.5% and IMPase Li cell 3.1%.
O=CN[C@@H](Cc1cnc[nH]1)C(=O)O was read as GoLoco inh red -1.8%[14.2 µM], HTT cytoprotect -5.9%[10 µM] and IMPase Li cell -3.0%.
`NS(=O)(=O)c1ccc(F)c(C(=O)O)c1` gave GAA glycogen 5.6%, GoLoco inh red -6.9%, GAA inhib -10.2%, HTT aggregate -6.3%[9.22 µM], aGlu spleen mod -10.0% and HTT cytoprotect 15.7%[10 µM].
`O=C(CN1CCOCC1)N1CCN(S(=O)(=O)c2ccccc2)C1c1ccccc1` (configuration not stated) gave GAA glycogen 2.7%, GoLoco inh red -0.5%, GAA inhib -1.7%, HTT aggregate -2.5%, aGlu spleen mod -2.4%, HTT cytoprotect -8.1% and IMPase Li cell 5.8%[38.3 µM].
Screening Cc1nc(CCNC(=O)c2cc(COc3ccc(F)cc3Cl)on2)sc1C returned GAA glycogen -18.3%, GoLoco inh red 12.3%, HTT aggregate 6.6%[9.22 µM], aGlu spleen mod 7.3% and HTT cytoprotect 1.9%[10 µM].
For N=c1sccn1CC(=O)Nc1cc(S(=O)(=O)N2CCCC2)ccc1Cl the results were GAA glycogen 1.8%, GoLoco inh red 15.7%, GAA inhib 10.9%, HTT aggregate 3.0%, aGlu spleen mod -17.0%, HTT cytoprotect -14.1% and IMPase Li cell 15.2%.
Screening COc1ccc(N2C(=O)C3C(C2=O)C(C(=O)c2ccc(Cl)cc2)N2CCCC32)cc1 (configuration not stated) returned GAA glycogen -1.3%, GoLoco inh red 9.0%, HTT aggregate -3.1%[9.22 µM], aGlu spleen mod -1.9% and HTT cytoprotect 8.2%[10 µM].

These rows are one share of the data (hit frequency here may not be typical).
